# MsrA inhibitor: bovine MsrA enzyme inhibitors, primary screen, biochemical, absorbance, HTS. Methionine sulfoxide reductase A (Bos taurus). purified bovine MsrA, absorbance read-out. inhibition, % at 15.5 µM. actives 0.75% (n = 360,000). AID 651718, 2012; in the data active means inhibition above about 4.5%;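 further: 0% = vehicle wells with enzyme and 100% = reference inhibitor wells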
# eLon inh: inhibitors of E. coli Lon protease, primary screen, biochemical, fluorescence polarization | P0A9M0 | purified E. coli Lon protease | inhibition, % at 7.94 µM | actives 0.42% (n = 360,000); in the data active means inhibition above about 13%, passing the limit was not always enough;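 further: 0% = enzyme with probe and DMSO and 100% = no enzyme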
# CSN inh: inhibitors of CSN-mediated cullin deneddylation, primary screen, biochemical, fluorescence polarization, uHTS; AID 651999, 2013; Purified CSN, SCF-Nedd8-OG deneddylation; actives 0.38% (n = 360,000); inhibition, % at 12.5 µM;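 active means pattern-corrected inhibition above about 35%, with an unprinted fluorescence ratio check between 0.5 and 1.5, limit read from the data, passing the limit was not always enough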;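 further: 0% = enzyme with substrate and 100% = substrate without enzyme; some results filed as inactive read as strong as hits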
#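 Material: human Csn5 produced in HEK293T cells; Input: enzyme 0.24 nM; Reagent: SCFSkp2-Nedd8OG substrate at 10 nM final; Dosing: 12.5 µM compound; Incubation: 90 min reaction at room temperature; Detection: fluorescence polarization of the substrate; Evaluation: % inhibition of substrate cleavage by Csn5; Control set: substrate-only high control, full reaction low control.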
# MT1-MMP act inh: blockers of MT1-MMP proenzyme processing, primary screen, HT1080 RFP-PRO-GFP cells, GFP/RFP fluorescence; GFP/RFP ratio fluorescence, overnight; percent of plate control window, DMSO zero; GFP/RFP ratio change, % at 20 µM; actives 0.061% (n = 360,000);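 active means GFP/RFP ratio change of at least 30% with cell ATP level not reduced by more than half and red fluorescence within 50% of control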; further: strong numbers were not always called active
#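 Compound: 20 µM single dose, 1% DMSO / System: HT1080 RFP-PRO-GFP cells / Controls: DMSO and RFP-L50D-GFP cell wells / Read-out basis: GFP/RFP fluorescence ratio / Schedule: overnight compound exposure at 37 °C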
# MsrA act: bovine MsrA enzyme activators, primary screen, biochemical, absorbance, HTS; Methionine sulfoxide reductase A (Bos taurus); purified bovine MsrA, absorbance read-out; actives 0.3% (n = 360,000); activation, % at 10.6 µM; AID 602163, 2012; in the data active means activation above about 7.5%;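 further: 0% = vehicle and 100% = reference activator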
# FAS TE block: FAS thioesterase domain inhibitors, primary screen, biochemical, fluorescence intensity, uHTS. recombinant FAS-TE, OMFH fluorogenic substrate, fluorescence endpoint. inhibition, % at 15 µM. actives 0.67% (n = 360,000). AID 602261, 2012;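 active means compounds whose normalised, plate-corrected inhibition of enzyme fluorescence in the single-dose primary screen is 50% or more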;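 further: 0% = DMSO with enzyme and 100% = substrate without enzyme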
# PABP1 MLLE inh: inhibitors of PABP1 MLLE–PAM2 peptide binding, primary screen, biochemical, fluorescence polarization, FITC-PAM2, GST-MLLE; inhibition, % at 20 µM; Polyadenylate-binding protein 1 (Homo sapiens), P11940; actives 0.36% (n = 360,000); in the data active means inhibition above about 35%, passing the limit was not always enough;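 further: plate controls were DMSO wells with GST-MLLE for no effect and wells lacking GST-MLLE protein for full effect; some results filed as inactive read as strong as hits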
# Rin1-Abl PPI inh: inhibitors of Rin1-Abl protein binding, primary screen, biochemical, TR-FRET; actives 0.4% (n = 360,000); inhibition, % at 7.35 µM; AID 588664, 2011; Tyrosine-protein kinase ABL1 (Homo sapiens) + Ras and Rab interactor 1 (Homo sapiens), …; in the data active means inhibition above about 5%, passing the limit was not always enough
# Rpn11 block: Rpn11 (PSMD14) deubiquitinase inhibitors, primary screen, biochemical, fluorescence polarization, uHTS; human 26S proteasome, Ub4-pepOG fluorescence polarization; 20S core pre-blocked with epoxomicin; calls only at 20 µM; actives 0.59% (n = 360,000); AID 588493, 2011;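 active means inhibition at 20 µM, scaled to each plate's controls, above about 33%, limit read from the data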
# * hit, by the source's call; i = inactive; / = no result given; + = active, no number. Rows were taken by chance; about 3.7% have a hit in one of these screens.
# The opening four records, ahead of the listing:
no.	mol	MT1-MMP act inh	eLon inh	FAS TE block	PABP1 MLLE inh	MsrA inhibitor	CSN inh	Rpn11 block	Rin1-Abl PPI inh	MsrA act
1	O=C(c1ccccc1)N1CCN(CCc2ccccc2)CC1	-1	-5	-4	-9	1.0	-5	i	-1	-7
2	O=C1CCCC2=C1C(c1cccs1)n1nc(SCc3ccc(C(=O)O)cc3)nc1N2 (centres undefined)	2	5	-3	-8	-0.4	2	i	3	-3
3	c1ccc(-c2cc(-c3nnc4n3N=C(c3ccc5ccccc5c3)CS4)[nH]n2)cc1	-5	-1	5	-73	3.2	7	i	-1	0
4	O=C1NCC(c2ccccc2)C1C(=O)N/N=C\c1ccc(-c2ccc(Cl)c(Cl)c2)o1 (centres undefined)	0	5	20	3	2.4	6	i	0	-2

# Main list (from the top)
no.	mol	MT1-MMP act inh	eLon inh	FAS TE block	PABP1 MLLE inh	MsrA inhibitor	CSN inh	Rpn11 block	Rin1-Abl PPI inh	MsrA act
1	O=C(c1ccccc1)N1CCN(CCc2ccccc2)CC1	-1	-5	-4	-9	1.0	-5	i	-1	-7
2	O=C1CCCC2=C1C(c1cccs1)n1nc(SCc3ccc(C(=O)O)cc3)nc1N2 (centres undefined)	2	5	-3	-8	-0.4	2	i	3	-3
3	c1ccc(-c2cc(-c3nnc4n3N=C(c3ccc5ccccc5c3)CS4)[nH]n2)cc1	-5	-1	5	-73	3.2	7	i	-1	0
4	O=C1NCC(c2ccccc2)C1C(=O)N/N=C\c1ccc(-c2ccc(Cl)c(Cl)c2)o1 (centres undefined)	0	5	20	3	2.4	6	i	0	-2
5	COc1cccc(NC(=O)CNc2cc(S(=O)(=O)N3CCOCC3)ccc2N2CCCC2)c1	-3	-2	15	14	-0.6	0	i	-1	0
6	CCC1C(=O)Nc2ccccc2N1C(=O)COc1ccccc1 (centres undefined)	0	-6	-8	9	-0.6	1	i	-1	-4
7	NC(=O)c1nc[nH]c1C(=O)Nc1cccc(C(F)(F)F)c1	-5	-7	-3	-4	-1.2	0	i	-1	0
8	COc1cc2[nH]c(=O)n(CCCCCC(=O)N3CC=C(c4ccccc4)CC3)c(=O)c2cc1OC	5	-4	18	-8	0.2	-3	i	3	3
9	COC(=O)c1cc(OC)c(OC)cc1NC(=O)C(C)Sc1ccc(C)cc1 (centres undefined)	3	-4	25	-5	1.1	-7	i	-1	-1
10	Cc1ccccc1C(=O)Nc1ccccc1-c1nnn(CC(=O)Nc2ccc3c(c2)OCCO3)n1	1	3	25	-1	0.6	1	i	-1	-8
11	Cc1[nH]c2c(Cl)cccc2c(=O)c1CN1CCCC1	0	1	-14	-7	0.1	2	i	-3	-5
12	CCC1(CC)N=C(c2ccccc2)C(=S)N1	1	1	-4	17	0.9	0	i	-4	-3
13	O=C1CCC(=O)N(O)CCCCCNC(=O)CCC(=O)N(O)CCCCNC(=O)CCC(=O)N(O)CCCCCN1	-1	-8	0	5	-0.4	-2	i	1	-2
14	CCC(C)(C(=O)Nc1ccc2c(c1)OCCO2)N(C(C)=O)c1ccc(C(N)=O)cc1 (centres undefined)	-1	2	-2	-3	-1.1	-1	+	-1	-2
15	CCCNC(=O)c1cc(C2CCCN(C(=O)c3ccc(OC)cc3)C2)on1 (centres undefined)	1	-8	-11	12	-0.1	0	i	-1	1
16	O=C(N/N=C/c1ccccc1F)c1cccc(NC(=O)c2ccccc2Cl)c1	-3	15	6	-9	0.6	-3	i	0	-3
17	CCn1c(=O)c2ccccc2n2c(SCC(N)=O)nnc12	-2	0	-8	-8	-0.9	4	i	4	0
18	O=C(Oc1ccc2c(=O)c(Oc3ccc4ccccc4c3)coc2c1)c1cccnc1	2	6	0	10	-1.0	4	i	-1	-2
19	COc1ccc(OCC#CCNC(C)(C)C)cc1	-5	3	-1	-4	-1.9	4	i	2	-1
20	COc1ccc(S(=O)(=O)N(CCc2ccccc2)CC(=O)NCCCO)cc1	-1	4	-5	-7	-0.5	2	i	6	-6
21	Cc1ccc(C)n1NC(=O)c1ccc(Cl)cc1Cl	0	-4	3	1	0.3	2	i	3	-3
22	Cc1ccc(C)c(Cn2c(CO)nc3ccccc32)c1	-6	-9	-5	2	0.1	2	i	0	5
23	Cn1nnc(-c2ccc(OCc3ccccc3F)cc2)n1	11	-3	-1	-4	-0.1	3	i	-2	-2
24	O=C(NCCC1=CCCCC1)C(c1ccccc1)c1ccccc1	-2	-7	13	-4	-0.4	1	i	-1	-5
25	O=C(Nc1ccnn1C1CCN(CCCC2CCCC2)CC1)c1ccccc1Cl	1	4	-2	0	1.5	0	i	-2	-4
26	Cc1ccc(S(=O)(=O)NCC(=O)OCC(=O)N(C)C2CCS(=O)(=O)C2)cc1 (centres undefined)	-2	1	-7	4	-0.1	-4	i	1	-2
27	Cc1nc2c(c(C)nn2-c2ccccc2)c(C)c1CCC(=O)Nc1ccc(CN2CCCC2)cc1	-8	-4	1	-15	-0.3	6	i	-4	-7
28	Cc1ccc(CSC2=NCCN2S(=O)(=O)c2ccccc2)cc1	2	-1	23	6	-0.6	6	i	-3	-2
29	Cc1ccc(NC(=O)C2CCN(C(=O)c3ccc(F)cc3)CC2)nc1	-7	7	-6	12	-0.5	-2	i	0	1
30	O=S(=O)(c1ccc(OCc2ccc(Br)cc2)cc1)N1CCOCC1	1	-14	16	-40	-0.8	-1	i	-2	-5
31	CC(C)Cc1ccc(S(=O)(=O)Nc2cccnc2)cc1	1	-8	-1	-8	1.4	-1	i	0	-6
32	COc1ccccc1/C=C\C(=O)NCC(=O)N/N=C/c1cccc(OC)c1O	4	3	-1	1	0.7	0	i	-5	-3
33	CCOC(=O)C1=CN(Cc2ccco2)S(=O)(=O)N(C)C1CC (centres undefined)	2	-13	-4	2	-0.2	-4	i	-3	-2
34	COc1ccc(OCC(O)CNS(=O)(=O)c2ccc(C)cc2)cc1 (centres undefined)	2	-2	1	5	1.1	1	i	1	-1
35	Cc1cccc(OCC(=O)NCCNC(=O)c2ccccn2)c1	0	-6	-6	7	1.2	-1	i	1	0
36	O=C(O)C(F)(F)S(=O)(=O)O	0	-11	-8	-6	-0.7	0	i	1	-5
37	CN(Cc1ccccc1)CC(O)COc1ccc(CNCc2nccn2C)cc1 (centres undefined)	4	3	-4	6	0.0	2	i	2	-1
38	CCCc1nnc(SCC(=O)N2CCCCC2C)n1CC1CCCO1 (centres undefined)	1	5	-6	-4	-1.5	-1	i	-2	-5
39	CCOC(=O)C1CCCN(Cc2cccs2)C1 (centres undefined)	0	9	-6	5	-0.2	0	i	-5	-1
40	COc1cccc(CNC(=O)CCc2nc3cc(S(=O)(=O)N4CCOCC4)ccc3n2C)c1	1	3	-4	2	-0.8	11	i	-2	-3
41	COc1ccc(S(=O)(=O)N2CCC(C(=O)N[C@@H](C)C(=O)NCc3ccc(F)cc3)CC2)cc1	8	-12	-3	11	-1.0	-6	i	2	-2
42	CC(=O)c1sc(NC(=O)C2CC(=O)N(Cc3ccccc3)C2)nc1-c1ccccc1 (centres undefined)	-7	0	-14	-26	1.1	0	i	-2	-3
43	COc1ccc(S(=O)(=O)N(CC(=O)N2CCOCC2)Cc2ccccc2)cc1	-3	7	-7	9	-0.1	-2	i	3	7
44	COc1cc(C2CC(=O)Oc3c(C(CCN4CCOCC4)c4ccc(N(C)C)cc4)c(OC)cc(OC)c32)cc(OC)c1OC (centres undefined)	2	-2	13	0	-0.7	-6	i	1	0
45	Cc1ccc(-n2nc3c(c2NC(=O)c2ccco2)CS(=O)(=O)C3)c(C)c1	1	-4	-8	-1	0.5	0	i	8	-4
46	COc1ccc(C2C(Oc3ccccc3)C(=O)N2c2cc(C)ccc2C)cc1OC (centres undefined)	1	-3	20	0	0.7	-1	i	2	-2
47	Cc1ccccc1CN1CCN(Cc2cc(=O)c3ccccc3[nH]2)CC1CCO (centres undefined)	-2	3	-5	-2	1.5	-3	i	2	-3
48	O=C(NNC(=S)NC(=O)c1ccc(F)cc1)c1cccnc1	7	6	-1	1	0.2	-5	i	0	2
49	Cc1cccc(C(C)C)c1NC(=O)c1ccc(COc2ccc3c(C)cc(=O)oc3c2)cc1	-10	-1	33	-38	2.3	3	i	-2	-5
50	CCOC(=O)C1CCN(C(=O)c2cc(S(=O)(=O)N3CCCCC3)ccc2C)CC1	-2	4	-1	-2	0.4	0	i	-2	-1
51	CCCc1cc(=O)oc2cc(OCc3ccc(C(=O)O)o3)ccc12	-3	0	-8	-13	1.6	6	i	3	-3
52	Cc1cc(C(=O)OCC(=O)NC(C)c2ccccc2)c(C)o1 (centres undefined)	-1	4	-1	-5	-0.1	0	i	-2	-3
53	CCOc1ccc(-c2cn(-c3ccccc3OC)c(=S)[nH]2)cc1	-3	-10	0	-64	0.9	6	i	0	4
54	COc1ccccc1NS(=O)(=O)c1cccc(N2CC(O)=C(c3ccccc3)C2=N)c1	-2	1	9	7	0.1	-4	i	-1	-3
55	NS(=O)(=O)c1cc(C(=O)O)cc(N2CCCC2)c1Oc1ccccc1	3	-4	-3	-3	0.4	-2	i	-1	-4
56	COc1ccc(C(=O)N2CCN(c3ncnc4c(-c5ccccc5)nsc34)CC2)cc1	1	10	-10	-9	-1.1	2	i	-2	-2
57	Cc1cccc(OCCn2c(=O)sc3ccccc32)c1	0	-4	15	11	-0.2	5	i	4	-8
58	Cc1nnc(Sc2cc(NCCCO)c([N+](=O)[O-])c3nonc23)s1	3	7	63*	18	3.0	15	i	-8	-6
59	CN(c1ccccc1)S(=O)(=O)c1cccc(C(=O)NCC(c2cccs2)N2CCOCC2)c1 (centres undefined)	3	-8	2	-2	-0.5	-3	i	2	-5
60	CCOc1ccc(S(=O)(=O)N2CCC(C(=O)N3CCN(c4ccccc4)CC3)CC2)cc1	/	-12	7	7	0.8	4	i	1	-10

# Other results:
no.	mol	MT1-MMP act inh	eLon inh	FAS TE block	PABP1 MLLE inh	MsrA inhibitor	CSN inh	Rpn11 block	Rin1-Abl PPI inh	MsrA act
61	O=C(CSc1nc2ccsc2c(=O)n1CC1CCC(C(=O)O)CC1)c1ccc(Cl)cc1 (centres undefined)	6	0	0	1	0.1	12	i	3	-3
62	COc1ccc(C(C(=O)NC2CCCCC2)N(Cc2cccnc2)C(=O)c2snc(C(N)=O)c2N)cc1 (centres undefined)	4	-10	2	-1	-0.5	-4	i	-2	-2
63	CC1CCN(S(=O)(=O)c2ccc(S(=O)(=O)N3CCC4(CC3)OCCO4)cc2)CC1	1	2	-14	-4	0.3	-3	i	-2	-2
64	Cc1nn(CC(=O)NCc2ccccc2)c(C)c1[N+](=O)[O-]	1	9	0	-1	-0.1	5	i	4	0
65	CCCCOc1ccc(-c2nc(=S)[nH][nH]2)cc1	14	-5	-5	17	2.8	0	i	-1	0
66	CCOC(=O)C1=C(c2ccccc2)N(C)C(=O)NC1c1ccc(O)c(OC)c1 (centres undefined)	0	-3	-7	1	0.2	-3	i	6	-9
67	C=CCNC(=O)c1snnc1-c1ccccc1	-2	-8	-8	6	0.6	2	i	0	-11
